NCI-60 one-dose screen, 48 h, at 10 µM unless noted. Numbers give growth in % (100 = growth as untreated, 0 = no growth, -100 = all killed).
LOX IMVI: LOX IMVI melanoma; hit rate 7.4% among 79,000; AID 1794757
MDA-MB-231: MDA-MB-231 breast cancer | hit rate 5% among 81,000
HS 578T: HS 578T breast cancer; hit rate 4.1% among 78,000
MCF7: MCF7 breast cancer. hit rate 6.3% among 82,000
BT-549: BT-549 breast cancer; hit rate 4.4% among 78,000; AID 1794793
MDA-MB-468: MDA-MB-468 breast cancer. hit rate 8.5% among 78,000. AID 2202374
SK-MEL-28: SK-MEL-28 melanoma | hit rate 4.1% among 81,000 | AID 1794761
T-47D: T-47D breast cancer; hit rate 5% among 79,000; AID 1794792
Active calls of the source: *; x = no result given; & = joins results of further samples. How the source made its calls: active means growth percent below 10; inactive means the rest. Not a hit list, and some 12% of all compounds hit somewhere here.

SMILES	MDA-MB-468	T-47D	HS 578T	LOX IMVI	MCF7	MDA-MB-231	BT-549	SK-MEL-28
Cc1ccc2[nH]c(O)c(N=Nc3nc(-c4ccc(F)cc4)c(C#N)c(=O)[nH]3)c2c1	99.0	92.1	96.0	95.2	94.2	98.2	105.3	102.7
c1ccc(-c2oc3ncnc(NCCNc4ncnc5oc(-c6ccccc6)c(-c6ccccc6)c45)c3c2-c2ccccc2)cc1	91.4	84.9	108.7	105.8	97.6	100.6	103.8	102.1
CC[n+]1ccc2c(c1)C(=O)c1nccc3c1c-2nc1ccccc13	-52.3*	8.6*	-21.8*	-4.0*	-6.2*	-8.9*	-82.7*	1.1*
CCOC(=O)c1[nH]c(C)c(/C(C)=N\O)c1C	x	89.5	117.4	99.0	104.7	102.5	95.5	111.1
COc1cc(C2CC(c3ccc(Cl)cc3)=NN2)ccc1Oc1nc2c(c(=O)n(C)c(=O)n2C)n1C (stereo not drawn)	78.6	77.8	93.4	92.3	86.7	102.2	87.6	98.7
CC(C)c1cc(C(C)C)c(S(=O)(=O)Cl)c(C(C)C)c1	108.0	94.3	102.7	98.3	98.9	92.4	97.7	110.4
O=c1c2c3c(sc2n2c(-c4cc(-c5ccccc5)no4)nnc2n1Cc1ccccc1)CCCC3	x	53.3	100.5	81.0	97.1	80.5	91.9	126.9
CSc1nc(-c2ccco2)c2c(N)[nH]nc2n1	113.3	75.7	107.9	92.3	94.2	99.1	101.7	111.8
Nc1ccc(N=Nc2ccc(S(=O)(=O)O)cc2)c2ccccc12	97.2	57.3	96.6	100.0	91.4	87.8	101.8	102.9
CN(Cc1ccccc1)C(=O)OCCO	90.2	116.5	102.5	106.1	98.2	87.8	97.2	97.9
COc1ccc(N2CC3(CC3(Cl)Cl)C2=O)cc1 (stereo not drawn)	106.3	85.9	108.6	103.3	98.1	104.6	89.6	105.4
S=c1nc(CS)[nH]c2ccccc12	103.4	108.7	94.1	91.0	79.6	82.8	100.9	105.1
COc1cc(-c2nc(C(=O)Nc3ccc(C)cc3)nn2-c2ccc(F)c(F)c2)cc(OC)c1OC	109.3	77.1	121.0	99.0	95.1	96.1	100.0	107.6
COc1ccc(-c2csc(NC3=CC(c4ccc(Cl)cc4)OC3=O)n2)cc1 (stereo not drawn)	101.5	81.5	102.5	97.4	99.7	109.7	103.0	112.1
CC1CC(=O)OC(C)C1 (stereo not drawn)	99.6	106.6	112.3	101.6	91.1	113.0	114.2	102.4
O=C1Nc2ccccc2C(c2c[nH]c3ncccc23)N1 (stereo not drawn)	110.1	90.6	115.7	105.5	90.8	106.6	103.0	x
N#Cc1c(NC(=O)c2cccc(C(F)(F)F)c2)sc2c1CCC(O)=C2	-18.6*	16.5	44.1	33.9	27.9	39.6	44.6	33.9
NC(=S)Nc1ccc(C(=O)O)cc1	99.0	103.8	88.5	103.3	106.3	92.1	110.5	114.2
O=S(=O)(NCCNc1nccc(-c2c(-c3ccc(F)cc3)nc3sccn23)n1)c1ccc(C(F)(F)F)cc1	68.1	74.9	91.3	58.9	37.7	79.1	102.2	96.5
CC(C)CCC[C@@H](C)[C@H]1CC[C@H]2[C@@H]3CC=C4C[C@@H](N(C)C)CC[C@]4(C)[C@H]3CC[C@]12C	105.0	93.8	98.9	100.9	96.2	x	110.2	108.7
CC1=NOC(=O)/C1=C\c1ccc(N(C)C)cc1	96.6	106.3	100.7	96.5	96.7	99.4	104.4	107.0
COc1c(O)cc2oc3cc(O[C@H]4O[C@H](CO)[C@H](O)C(O)C4O)c(CC=C(C)C)c(O)c3c(=O)c2c1CC=C(C)C (stereo partly drawn)	106.1	105.0	103.4	98.4	100.3	113.0	105.8	115.0
CC1CCC(C(C)C)C(NNC(N)=O)C1 (stereo not drawn)	94.9	x	91.6	100.1	100.2	97.5	x	119.9
Cc1ccc(S(=O)(=O)NCCCSCCSCCCN)cc1	104.0	89.3	98.7	100.3	96.1	99.0	101.6	98.6
CN1CCN(c2nc3scc(-c4ccccc4)c3c(=O)[nH]2)CC1	98.1	103.8	100.1	95.9	92.5	92.0	104.3	104.2
C=C(C)[C@@H]1CC[C@]2(C(=O)NS(=O)(=O)c3ccccc3)CC[C@]3(C)[C@H](CC[C@@H]4[C@@]5(C)CC[C@H](OC(=O)NS(=O)(=O)c6ccccc6)C(C)(C)[C@@H]5CC[C@]43C)[C@@H]12	25.8	1.6*	14.5	4.7*	2.7*	39.7	-1.0*	-16.3*
Cc1ccc(C2CC(c3ccc(NC(=S)Nc4ccccc4)cc3)=NN2c2ccc(S(N)(=O)=O)cc2)cc1 (stereo not drawn)	9.8*	24.5	31.7	14.9	2.6*	15.2	-10.0*	-57.7*
O=C(NCc1ccccc1)c1ccncc1	94.8	101.2	111.8	108.0	93.7	103.6	116.7	107.8
N#Cc1c(-c2ccc(O)cc2)c2c(N)nn(-c3ccccc3)c2[nH]c1=O	110.9	111.7	104.1	x	100.9	97.8	110.8	108.8
CCOC(=O)c1[nH]c(Cc2c(C)[nH]c(C)c2C(=O)OCC)c(C(=O)OCC)c1C	92.0	62.4	86.1	88.6	95.5	86.2	106.6	109.7
COc1ccc(/C(C)=C(\c2ccc(Cl)cc2)c2ccc(OCCN)cc2)cc1	67.2	95.2	89.0	0.9*	72.4	67.1	91.7	86.1
COc1c2ccoc2cc2oc(=O)ccc12	101.1	110.3	113.3	102.1	109.4	101.8	94.0	127.1
CCOC(=O)c1c(C)oc2ncnc(Nc3ccc(OCc4ccc(Cl)cc4)cc3)c12	89.8	84.0	110.9	95.8	102.4	100.7	96.1	101.3
CO[Si](OC)(c1ccccc1)c1ccccc1	115.7	108.1	88.1	100.2	98.8	106.2	95.9	101.4
N=C(N)N=Nc1c(O)[nH]c2ccccc12	117.0&130.2	100.0&100.1	143.2	97.8&101.9	90.0&118.7	125.7&125.0	101.3	112.8&138.0
C=C1C(=O)O[C@@H]2C[C@@H](C)[C@H](OC)CC(=O)[C@](C)(OC(C)=O)C[C@H](OC(=O)/C(C)=C\C)[C@@H]12	54.5	46.9	102.7	84.4	56.5	36.7	83.7	x
C=C(C)COc1ccc2c(c1)OCO2	104.1	x	101.6	93.9	96.9	108.3	86.2	105.3
O=C(Nc1nc(-c2ccc(F)cc2)cc(-c2ccc(Cl)cc2)n1)c1cccnc1	101.7	86.6	98.6	97.7	81.9	92.9	113.0	105.3
C=C1C(=O)O[C@H]2[C@H]1CC/C(Cn1cc(-c3cc(C)c(C)cc3C)nn1)=C\CC[C@@]1(C)O[C@@H]21	-75.6*	-46.8*	11.6	-95.0*	-62.3*	-73.7*	-66.1*	-76.3*
Cc1nnc2c(N3N=C(C(=O)O)CCC3=O)nc3ccccc3n12	111.1	x	105.2	96.5	95.6	95.9	104.5	114.2
O=C(c1ccccc1)c1ccc2nc(-c3ccccc3F)[nH]c2c1	102.0	95.3	96.7	86.9	98.4	104.0	120.4	109.3
O=S(=O)(O)c1ccc2c(S(=O)(=O)O)cc(S(=O)(=O)O)cc2c1	101.8	101.0	112.8	100.4	100.1	124.8	97.2	109.7
C/C(Cc1ccc(Cl)cc1)=C(\c1ccc(OCCN2CCCCCC2)cc1)c1ccc(OC(=O)C2CCCCC2)cc1	52.2	49.1	56.3	65.8	29.6	85.4	86.6	61.2
CCN(CCCc1ccccc1)CCCc1ccccc1	97.7&97.6	101.9&91.4	108.9&109.5	102.1&87.7	101.2&98.5	98.7&97.9	111.6&86.4	104.6&102.1
Cc1nn(-c2ccc(-c3ccc(OC(F)(F)F)cc3)cc2)c2nc(-c3ccccc3)nc(N)c12	82.6	78.5	114.9	93.8	94.3	85.1	98.1	115.4
CN(C)c1ccc(/C=N/NC(=O)C[N+](C)(C)C)cc1	113.4	104.1	107.7	98.1	101.6	106.9	110.2	114.9
COc1cc([C@H]2c3c(O)c(O)c4oc5ccccc5c(=O)c4c3[C@]3(OC)C=C(C)CC(C)(C)[C@H]23)c2c(=O)c3ccccc3oc2c1O	80.7	58.6	72.8	43.4	48.0	77.2	77.1	75.3
O=C(Cn1cc(CO)nn1)c1ccc(-c2ccccc2)cc1	120.4	101.5	106.2	105.3	x	98.2	82.3	110.9
C=CCn1c(SCC(=O)Nc2ccc(C(=O)/C=C/c3ccc(OC)cc3)cc2)nnc1-c1cc(-c2ccc(OC)cc2)nc2ccccc12	100.7	92.8	91.5	97.9	93.1	92.8	93.9	101.1
O=S(=O)(Nc1ncccn1)c1ccc(N=C=S)cc1	102.5	118.6	105.1	99.4	100.4	82.5	102.7	90.2

One compound at a time (already shown):
O=C(Cn1cc(CO)nn1)c1ccc(-c2ccccc2)cc1 across the screens: MDA-MB-468 = 120.4; T-47D = 101.5; HS 578T = 106.2; LOX IMVI = 105.3; MCF7 = x; MDA-MB-231 = 98.2; BT-549 = 82.3; SK-MEL-28 = 110.9
C/C(Cc1ccc(Cl)cc1)=C(\c1ccc(OCCN2CCCCCC2)cc1)c1ccc(OC(=O)C2CCCCC2)cc1 across the screens: MDA-MB-468 = 52.2; T-47D = 49.1; HS 578T = 56.3; LOX IMVI = 65.8; MCF7 = 29.6; MDA-MB-231 = 85.4; BT-549 = 86.6; SK-MEL-28 = 61.2

Further entries follow.
SMILES	MDA-MB-468	T-47D	HS 578T	LOX IMVI	MCF7	MDA-MB-231	BT-549	SK-MEL-28
NC1=NN(c2nc3ccccc3[nH]c2=O)C(=O)C1	114.8	114.1	104.9	97.3	94.8	111.2	116.8	113.7
Sc1c(Br)cc(Br)cc1Br.[Ag]	106.6	100.3	102.5	91.7	103.9	110.3	110.8	111.9
CN(C)C(C(N)=O)c1ccc(Cl)cc1 (stereo not drawn)	99.2	101.6	102.5	95.7	106.5	98.3	100.5	101.4
O=C(CN1CCOCC1)Nc1nc2c(s1)Nc1cc(Cl)c(Cl)cc1NC2=O	110.2	90.0	105.9	x	103.8	115.2	95.7	108.3
Cc1ccc(-c2csc(NC(=O)c3cc(-c4ccccc4)nc4ccccc34)n2)cc1	119.4	76.5	88.1	90.5	77.6	93.6	92.8	107.3
O=C(/C=C(O)/C=C/c1ccc(SC(F)(F)F)cc1)/C=C/c1ccc(SC(F)(F)F)cc1	100.2	78.0	98.2	72.0	52.1	99.8	82.5	100.0
CCOC(=O)CSc1nc2sc3c(c2c(=O)n1-c1ccccc1)CCC(C)C3 (stereo not drawn)	89.8	103.9	107.6	90.5	95.3	84.1	110.5	105.0
COc1ccc(-c2nnc(-c3nc(-c4cc(OC)c(OC)c(OC)c4)n4ccccc34)o2)cc1	93.5	48.9	25.4	55.7	84.5	86.2	56.0	94.5
CC(=O)Nc1nc(C)c(C(=O)NNC(=S)NCc2ccccc2)s1	50.9	64.8	82.3	66.2	81.5	94.2	127.6	92.2

Of the compounds above, these have a CF3 group:
SMILES	MDA-MB-468	T-47D	HS 578T	LOX IMVI	MCF7	MDA-MB-231	BT-549	SK-MEL-28
N#Cc1c(NC(=O)c2cccc(C(F)(F)F)c2)sc2c1CCC(O)=C2	-18.6*	16.5	44.1	33.9	27.9	39.6	44.6	33.9
O=S(=O)(NCCNc1nccc(-c2c(-c3ccc(F)cc3)nc3sccn23)n1)c1ccc(C(F)(F)F)cc1	68.1	74.9	91.3	58.9	37.7	79.1	102.2	96.5
Cc1nn(-c2ccc(-c3ccc(OC(F)(F)F)cc3)cc2)c2nc(-c3ccccc3)nc(N)c12	82.6	78.5	114.9	93.8	94.3	85.1	98.1	115.4
O=C(/C=C(O)/C=C/c1ccc(SC(F)(F)F)cc1)/C=C/c1ccc(SC(F)(F)F)cc1	100.2	78.0	98.2	72.0	52.1	99.8	82.5	100.0

Compound activity deposited in PubChem BioAssay by NCI.
